# Bioassay records deposited in PubChem by National Center for Advancing Translational Sciences (NCATS).
# AMA1 RON2 block = AMA1-RON2 (P. falciparum) interaction inhibition; AID 720542; 360,000 compounds, 0.2% hits; Potency, µM (series often up to 58.2 µM), without a hit: at the top dose activity change, negative = inhibition, actives largely listed as inhibitors; AlphaScreen AMA1-biotinylated RON2 peptide binding;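 also: potency is read from the fitted curve at half-maximal effect; 0% = vehicle wells and -100% = peptide control; nearly all actives have a fitted effect of over 45% in size; some results filed as inactive show a strong effect at the top dose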
#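 AMA1 (3D7) with his tag at 25 nM final met compounds first, then biotinylated RON2 peptide at 25 nM; detection used donor plus acceptor beads, 10 µg/mL apiece, read by AlphaScreen after 30 min at room temperature.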
# CHX counter = counter-screen for Shiga toxin inhibitors: cycloheximide protein synthesis inhibition; cell reporter, cycloheximide protein synthesis inhibition counterscreen; AID 2314; 300,000 compounds, 12% hits; max response, %; in the data active = max response mostly above about 13%, no sharp cut-off; inactive = mostly below about 14%; also: read at 38.3 µM for the half of the compounds with a filed dose; 0% is about no effect
# HCMV inh = blocks human cytomegalovirus replication; HFF cells, HCMV-luciferase reporter, 72 h; active compounds read low; activity change, negative = inhibition, % at 57.5 µM; 410,000 compounds, 4.5% hits; AID 1259415; in the data active = activity change below about -60%; inconclusive = no clear call, values can overlap the other calls; inactive = above about -39%; also: % is scaled to controls: 0 for no effect and ±100 for the full control effect
#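 Human foreskin fibroblasts infected with luciferase-reporter HCMV at MOI 1 PFU/cell, compounds at two doses. Luciferase measured 72 h post infection; normalized to buffer-only basal and Salinomycin (10uM) controls.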
# FBPA Giardia inh = blocks Giardia fructose-bisphosphate aldolase activity; A8B2U2; purified Giardia FBPA; Potency, µM (series often up to 59.6 µM), for the others: at the top dose activity, negative = inhibition, actives largely listed as inhibitors; 290,000 compounds, 0.71% hits; also: potency is read from the fitted curve at half-maximal effect; % is scaled to controls: 0 for no effect and ±100 for the full control effect; nearly all actives have a fitted effect of over 55% in size
# Target sequence (A8B2U2 whole entry, looked up): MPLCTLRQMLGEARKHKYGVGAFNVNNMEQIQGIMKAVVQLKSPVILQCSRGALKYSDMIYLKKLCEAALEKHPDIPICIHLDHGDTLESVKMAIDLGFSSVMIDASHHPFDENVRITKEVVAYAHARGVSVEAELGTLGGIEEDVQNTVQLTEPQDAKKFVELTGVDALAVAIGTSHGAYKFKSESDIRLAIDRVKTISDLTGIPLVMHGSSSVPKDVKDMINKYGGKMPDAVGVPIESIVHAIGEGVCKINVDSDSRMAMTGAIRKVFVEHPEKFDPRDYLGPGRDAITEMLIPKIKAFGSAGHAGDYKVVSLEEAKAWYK
#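 Giardia FBPA (40 nM reagent) was preincubated 10 min at RT with compound (up to 57.5 uM final), then substrate plus GAPDH/TPI/NAD/arsenate coupling system with diaphorase/resazurin was added; resorufin fluorescence (525/598 nm) was read after 20 min.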
# AmpC inh detg = blocks E. coli AmpC beta-lactamase in detergent assay | AID 485294 | Potency, µM (doses to about 114 µM), without a hit: top-dose activity change, negative = inhibition, most hits filed as inhibitors | 370,000 compounds, 0.041% hits | AmpC hydrolysis of nitrocefin, absorbance 480 nm, 0.01% Triton;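 also: potency is read from the fitted curve at half-maximal effect; 0% = no-compound wells and -100% = no-enzyme wells; nearly all actives have a fitted effect of over 25% in size; some results filed as inactive show a strong effect at the top dose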
# Target sequence (P00811 whole entry, looked up): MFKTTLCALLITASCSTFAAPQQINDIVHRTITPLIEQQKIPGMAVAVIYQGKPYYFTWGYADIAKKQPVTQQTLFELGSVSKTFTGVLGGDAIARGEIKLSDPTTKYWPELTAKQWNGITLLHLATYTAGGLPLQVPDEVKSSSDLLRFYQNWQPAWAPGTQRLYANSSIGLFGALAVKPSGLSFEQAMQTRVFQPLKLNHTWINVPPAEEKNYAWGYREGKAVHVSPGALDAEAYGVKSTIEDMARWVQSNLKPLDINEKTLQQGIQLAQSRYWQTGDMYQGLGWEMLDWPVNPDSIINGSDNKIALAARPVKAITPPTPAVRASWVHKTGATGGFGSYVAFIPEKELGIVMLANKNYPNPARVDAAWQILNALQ
#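 AmpC (5.3 nM in the dispensed reagent) in 20 mM phosphate pH 7.0 with 0.01% (detergent screen) or 0.0001% Triton X-100 was preincubated with compounds for 15 min at room temperature. Nitrocefin was then added from an 800 uM solution, and hydrolysis was followed at 480 nm.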
# AmpC no deterg = blocks E. coli AmpC beta-lactamase in detergent-free assay; AID 485341; P00811; AmpC nitrocefin hydrolysis, absorbance 480 nm, 0.0001% Triton; 330,000 compounds, 0.52% hits; Potency, µM (series often up to 57.1 µM), for inactives: at the top dose activity change, negative = inhibition, hits mostly inhibitors;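 also: potency is read from the fitted curve at half-maximal effect; plate controls were no compound for no effect and no enzyme for full effect; nearly all actives have a fitted effect of over 20% in size; some results filed as inactive show a strong effect at the top dose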
#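 20 mM phosphate pH 7.0 + 0.01% (detergent screen) or 0.0001% Triton X-100; 5.3 nM AmpC reagent; cpd preinc 15 min RT; nitrocefin (800 uM stock) to start; A480 q20 s × 4 min; Activity was normalised to no-enzyme and no-compound control wells.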
# Shiga inhibitor = Shiga toxin inhibition; Vero cells, Shiga toxin protein synthesis inhibition reporter; inhibition, % at 38.7 µM; 290,000 compounds, 9.2% hits; in the data active = inhibition mostly above about 28%, no sharp cut-off; inactive = mostly below about 43%; also: 0% is about no effect
# Numbers without * were called inactive; i = inactive; ? = inconclusive; nt = no result given; & = joins results of further samples; [ ] = dose if it differs, or a comment. Unless noted, calls follow the shape of the dose curve; as a rule, active = well fitted curve in the direction sought with a large enough effect; inconclusive = small, poorly fitted or top-dose-only effect, or another doubt; inactive = no such curve, though single readings can be large; an effect the other way counts as inactive or inconclusive. Compounds were not picked by outcome (roughly 16% active in at least one column).
SMILES,AMA1 RON2 block,CHX counter,HCMV inh,FBPA Giardia inh,AmpC inh detg,AmpC no deterg,Shiga inhibitor
COc1cc2c(cc1OC)C1O[C@](CCCCN3C(=O)c4ccccc4C3=O)(C2)OC2=C1C(=O)CC(C)(C)C2,nt,-2,nt,?,-13%[22.9 µM],140%[activator][11.4 µM],i
O=C(NCC1CCCO1)C1c2ccccc2C(=O)N1Cc1ccc2c(c1)OCO2 (stereo unspecified),0%,5,60,0%,-5%,-16%,-14
COc1ccc(-n2c(=S)[nH]c3cc(C(=O)Nc4ccc(F)cc4)ccc3c2=O)c(OC)c1,52%[activator],-5,-70*,9%,0%,-37%,-6
CCCN1CCN(C(=O)c2cc(COc3ccc4ncccc4c3)on2)CC1,-1%,-2,-68*,-8%,-6%,40%,22
CC(C)Cn1c(N)c(C(=O)COC(=O)CCc2nc3ccccc3c(=O)[nH]2)c(=O)n(C)c1=O,26%,nt,-12,nt,-3%,-1%,nt
Cc1nc2nc(SCC(=O)N3CCOCC3)nn2c(C)c1Cc1ccccc1,-16%,-1,3,5%,?,24%,-5
CCCC1(CCC)NC(=O)N(CC(=O)Nc2ccc(Cl)c(S(=O)(=O)N3CCOCC3)c2)C1=O,7%,nt,-11,nt,nt,-9%,nt
Cc1cc(NC(=O)c2ccc(S(=O)(=O)N(C)C)cc2)no1,2%,10,48,5%,-3%,-23%,17
Cc1nc2cc(C(=O)O)ccc2n1-c1ccccc1,-3%,-2,-36,4%,-11%,-13%,5
NNC(=O)COc1ccccc1[N+](=O)[O-],1%,25*,0,1%,-4%,-22%,18
COC(=O)Cc1cnc(NC(=O)CSc2nc(C(C)C)cc(=O)[nH]2)s1,12%,-1,36,-26%,2%,-1%,-7
O=C1CCC(O)CCN1CCSc1ccccc1 (stereo unspecified),-4%,34*,143,5%,?,-5%,50*
CC(OC(=O)c1cccc(S(=O)(=O)Nc2ccccc2F)c1)C(=O)NCc1ccc2c(c1)OCO2 (stereo unspecified),1%,-2,-18,11%,1%,-30%,-2
CCN1C(=NCc2ccc(OC)cc2)N[C@@H](c2ccccc2)C(C(=O)OC)=C1C,-5%,-4&-1,-37,9%&1%,?,-14%&-8%,-5&0
CCc1c(C)nc(SCC(N)=O)c(C#N)c1C,2%,12,-64*,4%,2%,1%,10
O=C(CSc1nnc2ccccn12)c1ccc(OC(F)F)cc1OC(F)F,-4%,-2,-6,-3%,?,-19%,29
CS(=O)(=O)N(CC(=O)Nc1ccc(S(=O)(=O)N2CCCC2)cc1)c1ccccc1F,23%,0,-24,1%,3%,-7%,6
CO/N=C/CC(=O)c1ccc(-c2ccccc2)cc1,11%,18*,2,0%,3%,-39%,70
CCCCN1CC(=O)N2[C@H](c3ccc(OC)cc3)[C@@H]3C(=O)N(CC)C(=O)[C@@H]3[C@]2(Cc2ccccc2)C1=O,-5%,-3,54,3%,-5%,-4%,1
CC1CCCN(CCC(=O)Nc2ccccc2)C1 (stereo unspecified),-2%,-4,0,-5%,-4%,-32%,21
Cc1[nH]c2ccccc2c1CCCO,-7%,-5,-5,-4%,-10%,-13%,-15
Cc1occc1C(=O)NCc1ccc2c(c1)OCO2,-3%,3,35,2%,-6%,-24%,-7
Cn1c(=O)c2c(SCC(=O)Nc3ccccc3F)nc(-c3ccccc3F)nc2n(C)c1=O,0%,-4,22,nt,-8%,-1%,-5
CN(C)S(=O)(=O)c1ccc(N2CCCC2)c(C(=O)NC2(C)CCS(=O)(=O)C2)c1 (stereo unspecified),8%,nt,-13,nt,-17%,-7%,nt

# Quoted from the listing for reference:
SMILES,AMA1 RON2 block,CHX counter,HCMV inh,FBPA Giardia inh,AmpC inh detg,AmpC no deterg,Shiga inhibitor
CC(OC(=O)c1cccc(S(=O)(=O)Nc2ccccc2F)c1)C(=O)NCc1ccc2c(c1)OCO2 (stereo unspecified),1%,-2,-18,11%,1%,-30%,-2
CCN1C(=NCc2ccc(OC)cc2)N[C@@H](c2ccccc2)C(C(=O)OC)=C1C,-5%,-4&-1,-37,9%&1%,?,-14%&-8%,-5&0
CCc1c(C)nc(SCC(N)=O)c(C#N)c1C,2%,12,-64*,4%,2%,1%,10

# Other entries follow.
SMILES,AMA1 RON2 block,CHX counter,HCMV inh,FBPA Giardia inh,AmpC inh detg,AmpC no deterg,Shiga inhibitor
Cc1ccc(CCNC(=O)C2CCCN(C(=O)c3cc4sccc4n3C)C2)cc1 (stereo unspecified),-3%,-4,-34,-1%,-8%,111%[activator],-14
CCNC(=O)CC1C(=O)N(c2ccc(C)cc2)C(=O)N1Cc1ccccn1 (stereo unspecified),-5%,1,-7,1%,-2%,-11%,-17
O=C(NCc1ccccc1Cl)C1CCC(CNc2c(N3CCOCC3)c(=O)c2=O)CC1 (stereo unspecified),-1%,-3,0,3%,11%,15%,-4
CCOc1ccc2cc(C3CC(c4ccco4)=NN3S(C)(=O)=O)c(Cl)nc2c1 (stereo unspecified),-9%,-2,0,-4%,2%,69%[activator],-3
CCc1c(C)sc(NC(=S)N2CC(C)OC(C)C2)c1C(=O)OC (stereo unspecified),-7%,-1,-24,-12%,11%,-7%,3
COc1cc2c(cc1OC)C(c1ccco1)CC(=O)N2 (stereo unspecified),-4%,-1,111,-1%,?,-54%,-10
COc1ccc(CCn2c(O)c(/C=N/NC(=O)c3ccncc3)c(=O)[nH]c2=O)cc1OC,-12%,7,-11,-17%,-4%,-23%,10
COc1ccc(-n2nnnc2SCC(=O)Nc2ccccc2F)cc1,-2%,-2,-17,-1%,?,-16%,nt
CCOC(=O)N/N=C\C=C\c1ccco1,-12%,0,?,-19%,?,-23%,-7
COc1ccc(Cl)cc1NC(=O)COC(=O)c1cc(C)oc1C,0%,nt,9,nt,nt,-24%,nt
COc1ccc(N(Cc2cc(=O)[nH]c3ccccc23)C(=O)c2ccco2)cc1,0%,1,30,-3%,?,-3%,38
Cc1ccc(-c2cnc3c(Cl)c(C)nn3c2)cc1,5%,15,32,7%,?,-10%,2
O=C(CSc1cccc[n+]1[O-])Nc1cc([N+](=O)[O-])ccc1Cl,1%,-3,-16,-1%,3%,-2%,-7
CCCn1nnc(NC(=O)Cc2ccc(Cl)cc2)n1,-12%,-2,18,-4%,-5%,-15%,17
COc1ccccc1/C=C/C=N/NC(=O)c1ccc2nc[nH]c2c1,nt,-6,nt,-29%,-15%,20µM*,-20
COc1cc(/C=N/NC(=O)c2[nH]nc3c2CCc2ccccc2-3)ccc1O,88%[activator],7,-1,-12%,-16%,-48%,12
Cc1cc(Cl)ccc1OCC(=O)Nc1cccc(S(=O)(=O)NC2=NCCCCC2)c1,-20%,nt,0,nt,-12%,1%,nt
Nn1c(COc2ccccc2)nc2ccccc2c1=O,6%,48*,-3,5%,-4%,-14%,57*
CCN(CC(=O)NCc1ccc(F)cc1)Cc1cc(=O)n2ccsc2n1,11%,13,1,5%,-4%,1%,56
Cc1ccc(CNC(=O)c2ccc(OCC(C)C)cc2)n1C,0%,3,-21,6%,2%,2%,-4
COc1ccc(NC(=S)Nc2cc(-c3ccccc3)[nH]n2)cc1Cl,56%[activator],20*,35,19%,-4%,?,8
COc1cc(OC)cc(C(=O)NCC(=O)OCC(=O)NC(C)CCc2ccccc2)c1 (stereo unspecified),-29%,nt,43,nt,nt,18%,nt
COc1ccc(OCC#CCN2CCNCC2)cc1,-29%,11,-8,?,-11%,-3%,17
O=C(O)c1cc(NC(=O)C2CCCO2)cc(C(=O)O)c1 (stereo unspecified),-1%,-3,-3,0%,?,-12%,-1
CCc1n[nH]c(=S)n1/N=C/C(C)=C\c1ccccc1,119%[activator],-2,-7,13%,?,-51%,nt
Cc1ccc(S(=O)(=O)NCC(=O)N(CC(=O)NCc2ccco2)Cc2cccs2)cc1,-14%,-4,-30,0%,-8%,-15%,-15
CCCS(=O)(=O)N1CCC(C(=O)NCc2ccc(F)cc2)CC1,-7%,-4,6,5%,1%,2%,10
CCCc1[nH]nc2c1C(c1ccsc1)C(C#N)=C(N)O2 (stereo unspecified),-2%,0,?,-5%,-9%,-15%,16
Cc1ccc(S(=O)(=O)N2CC(O)CC2C(=O)OCC(=O)c2ccccc2Cl)cc1C (stereo unspecified),6%,-3,-17,0%,1%,15%,-14
FC(F)(F)Oc1ccc(C2NCc3ccccc3-n3cccc32)cc1 (stereo unspecified),-22%,-1,-3,-19%,4%,1%,22
CCOc1ccccc1CNC(=O)C1CCN(C(=O)c2sccc2-n2cccc2)CC1,-12%,18,?,-1%,-17%,49%,-10
O=C(Nc1ccccc1)c1cc2n(n1)C(C(F)(F)F)CC(C1CC1)N2 (stereo unspecified),-1%,36*,-6,1%,10%,-4%,58*
CCOC(=O)N1CCN(Cc2nc(-c3ccccc3)no2)CC1,-17%,19,27,4%,-2%,10%,62*
O=C(NCCCn1ccnc1)c1cc(-c2ccncc2)nc2ccccc12,-17%,-13,-25,6%,8%,-8%,15
CC1=NN(C(N)=S)C(=O)C1N=Nc1ccccc1 (stereo unspecified),86%[activator],5,-10,12%,4%,-13%,24
O=C(NC1CCC(=O)N(CCSc2ccccc2)CC1)OCc1ccccc1 (stereo unspecified),2%,-2,-1,6%,-7%,81%[activator],-1
O=C(/C=C/c1cccs1)NC(=S)NNC(=O)Cc1cccs1,128%[activator],1,44,?,?,-33%,-4
C=CCNC(=O)c1nn2cccnc2c1Cl,7%,-2,-9,5%,?,-8%,-8
COc1ccc(N(CC(=O)Nc2ccc(F)c(F)c2)S(=O)(=O)c2c(C)n[nH]c2C)cc1,-6%,-8,0,nt,3%,-9%,-3
CCCN1C(=O)CC(C(=O)OC)=C1C,-8%,-2,15,-22%,?,-12%,-19
CC(=O)N1N=C2C3CCN(CC3)C2C1c1ccccc1 (stereo unspecified),-4%,-4,-7,2%,4%,-6%,-13
O=C(NCCNS(=O)(=O)c1cccc(C(F)(F)F)c1)c1cc(OCC(F)(F)F)ccc1OCC(F)(F)F,43%[activator],12,1,3%,-1%,-3%,-12
CCn1c(CNc2ccc(Cl)cc2)nnc1SCCN1CCCCC1,-3%,-3,-106*,5%,-1%,6%,-10
CC(C)OCCCNC(=O)c1cn(C)c2ccc(S(=O)(=O)N(C)C3CCCCC3)cc2c1=O,-7%,-2,-20&6,nt,2%&1%,46%,1
CCOC(=O)c1oc2cc(O)c(CC)cc2c(=O)c1-c1cscn1,-1%,16,24,-5%,-18%,-38%,0
CC(C)(C)C(=O)Nc1ccccc1C(=O)Nc1ccccn1,-12%,-1,-8,-2%,-12%,-45%,13
COc1ccc(/C=C2\SC(=O)N(CC(=O)Nc3ccc(O)cc3)C2=O)cc1OC,-10%,-2,-9,4%,1%,-26%,-6
COc1cccc(C(=O)N(Cc2nc(-c3cccc(C)c3)no2)C(C)C)c1OC,-7%,1,39,0%,-8%,77%[activator],-12
